FLuc stim CS – firefly luciferase counter-screen for stimulation assays; ATPlite luciferase biochemical, luminescence, 10 min; 0 = ATP-free wells, 1 = DMSO control; activation factor at 10 µM; 200,000 tested, under 10 active; AID 1027;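 active means luciferase activation factor, scaled between plate controls, of at least 2 with compound at 10 µM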
Target sequence (P08659 whole entry, looked up): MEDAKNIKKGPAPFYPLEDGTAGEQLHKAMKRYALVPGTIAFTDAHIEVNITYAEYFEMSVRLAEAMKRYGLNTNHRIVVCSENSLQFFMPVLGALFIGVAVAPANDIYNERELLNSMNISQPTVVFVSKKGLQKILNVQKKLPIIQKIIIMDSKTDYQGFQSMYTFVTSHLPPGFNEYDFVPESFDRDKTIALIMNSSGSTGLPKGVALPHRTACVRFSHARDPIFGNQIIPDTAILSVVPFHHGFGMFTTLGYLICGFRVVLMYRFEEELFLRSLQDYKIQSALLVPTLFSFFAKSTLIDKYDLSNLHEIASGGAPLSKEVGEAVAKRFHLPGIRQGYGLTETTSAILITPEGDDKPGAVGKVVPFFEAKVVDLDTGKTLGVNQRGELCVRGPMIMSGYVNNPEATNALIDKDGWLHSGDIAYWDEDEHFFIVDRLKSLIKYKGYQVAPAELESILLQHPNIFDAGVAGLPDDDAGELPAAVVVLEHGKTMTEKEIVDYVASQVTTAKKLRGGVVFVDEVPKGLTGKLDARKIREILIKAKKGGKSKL
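Assay system: Luciferase/luciferin reagent mix; Medium: PBS as buffer for the ATP substrate; Dosing: test compounds dosed from 2 mM stocks in 100% DMSO; Times: 10 min, room temperature; Signal: luminescence from luciferase reaction; Read-out: luciferase activation; Controls: No-ATP low control, compound-free enzyme-plus-ATP high control.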
TLR4 MyD88 comp – TLR4-MyD88 interaction inhibition in cells. O00206+Q99836. HeLa CL3-4 TLR4/MyD88 BLA complementation, FRET ratio. inhibition, % at 8.4 µM. 200,000 compounds, 0.18% hits; in the data active means inhibition above about 25%;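 further: 0% = vehicle and 100% = reference inhibitor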
FLuc inh counter – inhibits firefly luciferase, flagging false hits in luciferase inhibition screens. inhibition, % at 10 µM. 200,000 compounds, 1.5% hits. ATPLite firefly luciferase biochemical luminescence, 10 min. AID 1006. P08659;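 active means inhibition above about 50% when tested at 10 µM, limit read from the data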
STAT1 activator – increases IFN-gamma driven STAT1 reporter signal. 200,000 compounds, 2.6% hits. AID 932. NIH 3T3 STAT1-luciferase reporter, luminescence; 100% = IFN-gamma alone, no compound. activation (% of control), % at 5.5 µM;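 active means activation above the screen-wide mean activation plus 3 SD, cut at about 130% in these data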;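 further: raw ratio to IFN-gamma control signal so 100% means no change and 0% no light; values of inactives mirror those of a sister screen read the other way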
NF-kB expr up – NF-kB expression increase, human neuronal cells | NF-kB reporter expression; active compounds read high | fold change at 12.5 µM | 190,000 compounds, 1.6% hits | AID 1239; in the data active means fold change above about 3.3
G6PDH counter – counter-screen for G6PDH assay hits: L. mesenteroides G6PDH inhibition | Purified L. mesenteroides G6PDH, diaphorase/resazurin coupled fluorescence, 45 min | inhibition, % at 5 µM | 200,000 compounds, 0.12% hits; in the data active means inhibition above about 50%
Diaph act CS – activates diaphorase or chemically reduces, flagging diaphorase assay artifacts; Diaphorase/resazurin coupled assay, resorufin fluorescence, 16 min; active compounds read high; 1 = vehicle wells, 0 = NADH-free wells; activation factor at 20 µM; 190,000 compounds, 0.005% hits; AID 1229;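 active means diaphorase activity raised at least twofold by the compound at 20 µM; inactive means activation factor below 2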
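Test system: Clostridium kluyveri diaphorase, purified enzyme; input: enzyme 0.07 U/mL final; buffer or medium: 50 mM HEPES pH 7.4 with 4.542 mM MgCl2, 0.005% Tween 20; also added: 0.114 mM NADH and 0.1 mM resazurin, final amounts; schedule: 16 min enzyme reaction, ambient temperature; technique: fluorescence of resorufin, 544 nm excitation, 590 nm emission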
APP transl inh – APP translation inhibition; SH-SY5Y APP 5'UTR-luciferase reporter, luminescence; inhibition, % at 2 µM; 190,000 compounds, 0.82% hits; AID 1285;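 active means inhibition above a set limit, derived from the sample mean plus 3 SD, cut at about 45% in these data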; further: values of inactives mirror those of a sister screen read the other way
Diaphorase inh – diaphorase inhibition or chemical oxidation counter-screen; 190,000 compounds, 0.69% hits; diaphorase resazurin-to-resorufin fluorescence, NADH, 16 min; bacterial (C. kluyveri) enzyme, not human; AID 1217; inhibition, % at 20 µM;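 active means primary screen inhibition at 20 µM above a set limit, cut at about 50% in these data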;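 further: plate controls were DMSO with full reaction for no effect and wells lacking NADH for full effect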
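Test system: Clostridium kluyveri diaphorase enzyme / Quantity: diaphorase at 0.14 U/mL in enzyme working solution / Incubation: 16-min room-temperature incubation before reading / Benchmarks: NADH-free wells as positive control, DMSO-only neutral wells / Signal: resorufin fluorescence 544/590 nm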
APP 5'UTR act – APP 5'UTR luciferase reporter activation. AID 1276. SH-SY5Y APP 5'UTR luciferase reporter, luminescence; zero percent = DMSO vehicle wells. 190,000 compounds, 1% hits. activation, % at 2 µM;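 active means activation above a set limit, based on mean plus 3 SD of controls, cut at about 140% in these data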; further: values of inactives mirror those of a sister screen read the other way
Active calls of the source: *; . = not tested or not shown.

SMILES | FLuc stim CS | TLR4 MyD88 comp | FLuc inh counter | STAT1 activator | NF-kB expr up | G6PDH counter | Diaph act CS | APP transl inh | Diaphorase inh | APP 5'UTR act
O=C(c1cc(F)ccc1F)C1CCCN(C(=O)CSc2ccccn2)C1 (centres undefined) | 1.1 | -15 | -6 | 93 | . | 14 | 0.7 | -2 | 32 | 2
CCOC(=O)c1sc(NC(=O)Cc2ccc(F)cc2)nc1C | 1 | 15 | 0 | 106 | 0.95 | 7 | 0.9 | 2 | 9 | -2
CC(=O)N1CCN(S(=O)(=O)c2ccc(F)c(Cl)c2)CC1 | 1.1 | 6 | -7 | 106 | 0.74 | -2 | 1 | 17 | 0 | -17
COCCNC(=S)N1CCc2cc(OC)c(OC)cc2C1COc1cc(C)cc(C)c1 (centres undefined) | 1 | 2 | -3 | 95 | 0.57 | -8 | 0.9 | -2 | 13 | 2
Cc1nc2nc(COc3ccccc3)[nH]n2c(=O)c1Cc1ccccc1 | 1 | -14 | 2 | 95 | 1 | 3 | 0.9 | -11 | 8 | 11
CCOC(=O)c1oc2ccccc2c1NC(=O)c1ccccc1OC | 1.1 | -3 | -7 | 107 | 0.41 | 5 | 0.8 | 18 | 18 | -18
CSc1nncc(/C(C)=N\Nc2ccccc2C)n1 | 1 | 9 | -3 | 103 | 0.81 | -3 | 1 | 5 | 3 | -5
CCN(CC)CCCNc1ncnc2ccccc12 | 1.1 | -4 | -7 | 106 | 0.99 | 4 | . | -14 | . | 14
Cc1ccc(-c2nc(C(=O)NC3CCCCCC3)no2)cc1 | . | 9 | . | 108 | . | . | . | 2 | . | -3
O=C(COc1ccc(Cl)cc1)NCc1nnc2c3ccccc3c(-c3ccccc3)nn12 | 1.1 | -3 | -12 | 106 | 0.65 | -8 | 0.8 | 2 | 17 | -2
CCOc1ccc(CCNC(=O)c2nnc(Cc3ccc(F)cc3)o2)cc1OCC | 1.1 | 3 | -10 | 101 | 1.3 | 16 | 1 | -18 | 2 | 18
COc1ccc(NC(=O)Nc2nnc(-c3ccccc3SCc3ccccc3)s2)cc1 | 1 | -3 | -4 | 104 | 1.1 | 2 | 1 | -7 | 0 | 7
COc1ccccc1NC(=S)NCCC(c1ccccc1)c1ccccc1 | 1 | 3 | -5 | 104 | 1.1 | -7 | 0.9 | . | 7 | .
Fc1cnc(N2CCOCC2)nc1N1CCOCC1 | 1 | 11 | -5 | 99 | . | 4 | 1 | 12 | 4 | -12
CC(C)CN1CCNC(=O)C1CC(=O)N(C)CC1CCOCC1 (centres undefined) | 1 | -4 | -4 | 102 | 1.1 | 12 | 0.9 | 3 | 6 | -3
CC[n+]1c(C=C2C=C(C)OC(C)=C2)sc2ccccc21 | 1 | -1 | 0 | 74 | 0.85 | 5 | 1 | 9 | -2 | -9
Cc1occc1C(=O)NCCCCc1ccccc1 | 1 | 4 | 0 | 98 | 1.2 | 3 | 1 | 4 | 0 | -4
Cc1cccc(NC(=O)CCSc2ccccn2)c1 | 1 | 6 | 0 | 106 | 1.5 | 12 | 0.9 | -16 | 15 | 16
COc1ccnc(Oc2ccc(C)cc2)c1C#N | 0.9 | -3 | 6 | 105 | 1.5 | 3 | 0.9 | -26 | 9 | 26
COc1cc2c(cc1OC)C(c1cccs1)N(C(=O)C(C)C)CC2 (centres undefined) | 1.1 | 7 | -5 | 101 | 1.5 | 4 | 0.9 | -15 | 13 | 15
COc1ccc(/C=c2\sc3nc(=O)c(C)nn3c2=O)c(OC)c1 | 1.1 | -13 | -8 | 99 | 1 | -5 | 0.9 | -10 | 10 | 11
CCOC(=O)C1CCCN(C2CCN(Cc3nc(Cc4ccccc4)no3)CC2)C1 (centres undefined) | 1 | -16 | -3 | 99 | . | 4 | 1.2 | -12 | -16 | 12
Cc1c(C(=S)Nc2ccccc2)cnn1-c1ccccc1 | 1 | 4 | 4 | 125 | 1.8 | 18 | 0.8 | -28 | 16 | 28
O=C(NCc1nc2ccccc2[nH]1)C1=C[C@H](C2CC2)C[C@H](OCCCCO)O1 | 1.1 | -2 | -8 | 89 | 1.3 | 16 | 0.9 | 10 | 11 | -10
CC(C)(C)c1nnc(NC(=O)CN2C(=O)C3C4C=CC(C4)C3C2=O)s1 (centres undefined) | 1 | 0 | -2 | 107 | 0.87 | 3 | 0.9 | -7 | 7 | 7
CCCC(=O)N1CCc2cc(-c3nc(N)sc3C)ccc21 | 0.8 | -6 | 15 | 137* | 2 | 2 | 0.9 | -42 | 7 | 42
O=C(Nc1cccc(Cl)c1)N1CCN(C/C=C/c2ccccc2)CC1 | 1 | 11 | -2 | 98 | 1.2 | 0 | 0.9 | -9 | 7 | 9
O=C(O)c1c[nH]c2ccc(F)cc2c1=O | 1 | -11 | -5 | 101 | 1 | 14 | 0.9 | 5 | 7 | -5
Cn1c(SCC(=O)Nc2ccccc2)nnc1-c1ccc(NC(=O)CCc2ccccc2)cc1 | 1.1 | -8 | -6 | 97 | 1.1 | 0 | 0.9 | 7 | 13 | -7
CCOC(=O)c1sc2nc(NC(=O)C3CC3)sc2c1C | 1 | 4 | -2 | 110 | 1.5 | 5 | 0.8 | -14 | 17 | 14
Cc1cc(C)c2c(n1)sc1c(=O)[nH]c(SCc3ccccc3)nc12 | 1 | 2 | -1 | 103 | 0.97 | -11 | 0.9 | 11 | 10 | -11
Cc1ccc(-c2ccc(/C=C(\C#N)C(N)=S)o2)c([N+](=O)[O-])c1 | 1 | 11 | 1 | 90 | 1.2 | 15 | 0.6 | 0 | 38 | 0
CC(C)OCCCn1c(NN)nc2ccccc2c1=O | 1 | -14 | -1 | 100 | 0.85 | 8 | 1 | 4 | -4 | -4
COc1ccccc1C1N(c2ccc(F)cc2)C(=O)C2CCCN21 (centres undefined) | 1 | -2 | -1 | 101 | 1 | -16 | 0.8 | -9 | 19 | 9
CCOC(=O)C1C(=O)NC(SCC(=O)OC)=C(C#N)C1c1ccccc1OCC (centres undefined) | 1 | -5 | -4 | 107 | 0.81 | 3 | 0.9 | -7 | 13 | 7
CCOc1ccc(-n2c(N)c(-c3nc4ccccc4[nH]3)sc2=S)cc1 | 1.1 | 9 | -6 | 99 | 0.72 | 2 | 0.9 | -22 | 8 | 22
CCCc1cc(=O)[nH]c(SCC(=O)Nc2sc3c(c2C#N)CCC(C)C3)n1 (centres undefined) | 1.1 | 7 | -5 | 109 | 1.4 | 3 | 0.7 | -7 | 30 | 7
COc1ccc(C2(CNC(C)=O)CCCC2)cc1OC | 1 | -5 | -2 | 98 | 1.2 | 12 | 1 | 2 | 3 | -2
O=C(COC(=O)/C=C/c1ccccc1[N+](=O)[O-])Nc1ccc(OCc2ccccc2)cc1 | 1.1 | 1 | -6 | 105 | 0.92 | -3 | 0.9 | -21 | 6 | 21
Cc1ccc(N2C(S)=C(C#N)C(=O)NC23CCCCC3)cc1 | 0.9 | 8 | 7 | 91 | 0.77 | 3 | 0.9 | -21 | 12 | 21
CCOc1ccccc1N1CCN(C(=S)NCc2ccc(Cl)cc2)CC1 | 1 | 2 | -2 | 95 | 1.3 | 6 | 0.8 | -22 | 20 | 22
O=C(CSc1ncnc2ccccc12)c1ccc2c(c1)OCCO2 | 0.8 | -12 | 25 | 123 | 2.2 | -19 | 1 | -125 | -3 | 125
CCc1ccc2oc(-c3cc(N)cc(C)c3O)nc2c1 | 0.4 | 11 | 62* | 110 | 1.2 | -2 | 1 | -104 | 4 | 104
N#Cc1ccccc1CN1C(=O)S/C(=C/c2cccn2-c2ccc(C(=O)O)cc2)C1=O | 1.1 | -5 | -6 | 99 | 0.85 | -1 | 0.9 | 16 | 12 | -16
Nc1ccc2nc(N3CCOCC3)sc2c1 | 0.9 | -5 | 11 | 122 | 1 | 7 | 0.9 | -52 | 13 | 53
O=C(c1ccc(F)cc1)N1CCN(Cc2ccccc2Br)CC1 | 1.1 | 8 | -6 | 100 | 0.93 | 0 | 0.8 | -10 | 19 | 10
COC(=O)CSc1ccc(-c2nc3ccc(C)cc3[nH]2)cn1 | 0.4 | 9 | 61* | 100 | 0.46 | 5 | 1 | -10 | 5 | 10
O=C(CN(c1ccccn1)S(=O)(=O)c1ccccc1)Nc1ccccc1 | 1.1 | 8 | -6 | 106 | 0.96 | -4 | 1 | 21 | 0 | -21
O=C(O)C1C2C=CC(C2)C1C(=O)NCCCn1ccnc1 (centres undefined) | 1 | 3 | -3 | 102 | 1.1 | 7 | 0.9 | -25 | 11 | .
CCc1ccccc1N(C1=NCCCS1)S(=O)(=O)c1ccc(C(C)(C)C)cc1 | 1 | -3 | 4 | 96 | 0.75 | 18 | 0.9 | -30 | 13 | 30
(cont.)
SMILES | FLuc stim CS | TLR4 MyD88 comp | FLuc inh counter | STAT1 activator | NF-kB expr up | G6PDH counter | Diaph act CS | APP transl inh | Diaphorase inh | APP 5'UTR act
CC(=O)Nc1ccc(NC(=S)NC(=O)/C=C/c2ccccc2)cc1 | 1 | 7 | 1 | 87 | 1.2 | 0 | 1 | -16 | 3 | 16
Cc1ccc(S(=O)(=O)NCc2csc(C)n2)c(C)c1 | 1.1 | -1 | -5 | 103 | 1.1 | 0 | 0.9 | 13 | 12 | -13
CN(C)CCCN(C(=O)CCSc1ccccc1)c1nc2cc3c(cc2s1)OCO3 | 1 | -8 | -1 | 99 | 1.2 | -6 | 1.1 | 0 | -5 | 0
Cc1ccc(C)c(NC(=O)Cn2nnc(C(=O)NCc3cccs3)c2N)c1 | 1.1 | -5 | -5 | 101 | 0.93 | -1 | 0.9 | 13 | 9 | -13
O=c1oc2ccccc2c(O)c1/C=N/c1ccccn1 | 1.1 | 7 | -7 | 105 | 1.1 | 10 | 0.9 | 6 | 5 | -6
Cc1cccc(Cl)c1OCCCCn1ccnc1 | 1.1 | -9 | -12 | 100 | 0.81 | 0 | 1 | 21 | 2 | -21
O=C(O)Cc1ccc(C(=O)c2ccccc2)s1 | 1 | 4 | -3 | 98 | 1.1 | 3 | 0.9 | -17 | 9 | 17
Cc1cc(NC(=O)CCC(=O)N(Cc2ccco2)C(C(=O)NC2CCCCC2)c2cccs2)no1 (centres undefined) | 1 | -6 | -4 | 99 | 1 | 6 | 0.9 | 2 | 6 | -2
OCCC1CN(Cc2cccn2-c2nccs2)CCN1Cc1ccc(F)c(F)c1 (centres undefined) | 1.1 | -6 | -7 | 90 | . | 8 | 0.7 | 14 | 30 | -14
COC(=O)c1oc2ccc(Br)cc2c1-n1cccc1 | 1.1 | -4 | -6 | 99 | 1.3 | 4 | 0.7 | 2 | 29 | -2

As a working copy, some entries already given.
SMILES | FLuc stim CS | TLR4 MyD88 comp | FLuc inh counter | STAT1 activator | NF-kB expr up | G6PDH counter | Diaph act CS | APP transl inh | Diaphorase inh | APP 5'UTR act
OCCC1CN(Cc2cccn2-c2nccs2)CCN1Cc1ccc(F)c(F)c1 (centres undefined) | 1.1 | -6 | -7 | 90 | . | 8 | 0.7 | 14 | 30 | -14
COC(=O)c1oc2ccc(Br)cc2c1-n1cccc1 | 1.1 | -4 | -6 | 99 | 1.3 | 4 | 0.7 | 2 | 29 | -2

Bioassay records as filed in PubChem.

Compounds were not picked by outcome; about 5.6% have a hit in one of these screens.
